Cav32 inh: Cav3.2 calcium influx blockers – cell-based, Fluo-4 calcium fluorescence, FDSS, MLSMR library, primary screen. Voltage-dependent T-type calcium channel subunit alpha-1H (Homo sapiens), O95180. Cav3.2-expressing cells; active compounds read low. B-score at 10 µM. hit rate 4% among 100,000;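 active = single-dose well whose peak fluorescence ratio is a statistical outlier from its plate by either plate-standardised score or position-corrected B-score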
Target sequence (O95180 whole entry, looked up): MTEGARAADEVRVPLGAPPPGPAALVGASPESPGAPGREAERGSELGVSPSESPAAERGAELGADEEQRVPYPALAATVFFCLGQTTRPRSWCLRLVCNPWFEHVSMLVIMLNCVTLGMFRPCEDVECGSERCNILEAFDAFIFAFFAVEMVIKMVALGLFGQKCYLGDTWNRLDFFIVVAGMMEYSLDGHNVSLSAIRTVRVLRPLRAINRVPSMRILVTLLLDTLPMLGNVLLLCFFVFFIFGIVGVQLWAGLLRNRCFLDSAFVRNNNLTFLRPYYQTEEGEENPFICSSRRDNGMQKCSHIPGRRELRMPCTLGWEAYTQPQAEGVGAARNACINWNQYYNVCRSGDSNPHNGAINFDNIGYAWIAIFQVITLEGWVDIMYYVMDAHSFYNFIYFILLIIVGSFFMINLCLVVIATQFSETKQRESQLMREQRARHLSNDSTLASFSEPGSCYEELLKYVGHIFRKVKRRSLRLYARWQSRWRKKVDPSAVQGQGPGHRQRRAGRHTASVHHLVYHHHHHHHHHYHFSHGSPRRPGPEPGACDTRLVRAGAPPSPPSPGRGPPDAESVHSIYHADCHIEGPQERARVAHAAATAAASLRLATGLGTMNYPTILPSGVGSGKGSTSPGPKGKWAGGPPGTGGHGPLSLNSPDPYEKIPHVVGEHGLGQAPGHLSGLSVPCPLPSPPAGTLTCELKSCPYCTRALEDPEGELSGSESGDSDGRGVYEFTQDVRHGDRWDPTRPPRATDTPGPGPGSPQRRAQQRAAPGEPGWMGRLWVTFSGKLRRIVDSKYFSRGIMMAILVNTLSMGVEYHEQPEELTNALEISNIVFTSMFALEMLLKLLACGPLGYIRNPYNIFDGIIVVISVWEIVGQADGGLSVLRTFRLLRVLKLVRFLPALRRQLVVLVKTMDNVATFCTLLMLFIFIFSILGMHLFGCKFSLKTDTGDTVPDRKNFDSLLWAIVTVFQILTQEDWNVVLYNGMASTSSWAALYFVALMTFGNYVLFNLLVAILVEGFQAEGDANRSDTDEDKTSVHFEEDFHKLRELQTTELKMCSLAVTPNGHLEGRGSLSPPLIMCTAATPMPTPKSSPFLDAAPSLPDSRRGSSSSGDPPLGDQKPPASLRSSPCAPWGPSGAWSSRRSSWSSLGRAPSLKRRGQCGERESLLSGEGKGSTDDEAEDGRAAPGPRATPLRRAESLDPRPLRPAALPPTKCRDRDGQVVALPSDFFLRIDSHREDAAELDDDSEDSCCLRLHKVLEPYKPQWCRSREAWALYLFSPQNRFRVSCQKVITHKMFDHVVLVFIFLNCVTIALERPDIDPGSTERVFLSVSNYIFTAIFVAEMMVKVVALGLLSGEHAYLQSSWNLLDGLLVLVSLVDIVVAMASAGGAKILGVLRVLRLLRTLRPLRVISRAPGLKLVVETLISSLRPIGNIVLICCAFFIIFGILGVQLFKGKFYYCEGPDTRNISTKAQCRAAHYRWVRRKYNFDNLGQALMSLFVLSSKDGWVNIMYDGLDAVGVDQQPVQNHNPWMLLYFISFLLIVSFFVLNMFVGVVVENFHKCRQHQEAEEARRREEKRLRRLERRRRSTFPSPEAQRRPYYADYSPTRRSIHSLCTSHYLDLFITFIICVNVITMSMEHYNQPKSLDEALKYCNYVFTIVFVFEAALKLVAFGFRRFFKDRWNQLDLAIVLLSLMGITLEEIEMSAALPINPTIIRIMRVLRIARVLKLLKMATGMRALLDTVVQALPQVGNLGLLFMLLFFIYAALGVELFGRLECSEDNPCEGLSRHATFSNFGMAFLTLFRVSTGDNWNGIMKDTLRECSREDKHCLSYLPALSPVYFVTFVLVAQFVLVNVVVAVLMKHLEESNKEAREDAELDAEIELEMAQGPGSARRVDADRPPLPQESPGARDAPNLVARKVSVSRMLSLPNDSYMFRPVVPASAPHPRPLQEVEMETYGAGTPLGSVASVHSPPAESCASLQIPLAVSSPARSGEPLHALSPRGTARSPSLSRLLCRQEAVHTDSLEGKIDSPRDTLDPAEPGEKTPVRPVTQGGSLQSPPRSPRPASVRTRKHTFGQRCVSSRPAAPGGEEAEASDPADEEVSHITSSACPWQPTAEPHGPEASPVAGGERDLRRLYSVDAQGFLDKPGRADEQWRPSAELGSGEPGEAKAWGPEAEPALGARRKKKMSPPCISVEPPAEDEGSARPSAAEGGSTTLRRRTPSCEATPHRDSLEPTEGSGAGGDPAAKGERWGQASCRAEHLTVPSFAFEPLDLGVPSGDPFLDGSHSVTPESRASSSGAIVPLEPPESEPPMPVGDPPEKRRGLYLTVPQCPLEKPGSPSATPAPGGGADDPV
The depositor's hits bear a star. Only part of the results is shown; count on the stated rates, not on these rows.

For CCOC(=O)C1=C(C)N(CCO)C(=O)NC1c1ccccc1 (stereo not given) the results were Cav32 inh -0.22.
Cc1cccn2cc(CNC(=O)c3ccco3)nc12 was read as Cav32 inh 0.47.
`O=C1CC(NCc2ccc3c(c2)OCO3)C(=O)N1Cc1ccc2c(c1)OCO2` (stereo not given) gave Cav32 inh -0.098.
For CCOC(=O)c1sc(Nc2ccccc2)nc1C the results were Cav32 inh -0.97.
Screening COc1ccc(-c2noc3c2-c2nc(-c4ccccc4C)sc2CC3)cc1 returned Cav32 inh -1.
For Cc1ccc(OC(=O)CCc2c(C)nc3ncnn3c2C)cc1 the results were Cav32 inh -1.1.
`O=S(=O)(NC1CC1)c1ccc(S(=O)(=O)N2CCc3ccccc32)cc1` gave Cav32 inh -0.57.
Screening COc1ccc(NC(=O)CN(C)S(=O)(=O)c2ccccc2)cc1OC returned Cav32 inh -0.64.
Cc1ccccc1Cn1cnc2c(nnn2Cc2ccc(F)cc2)c1=O was read as Cav32 inh 0.24.
Screening O=C(CSc1nc(Cc2ccccc2)nc2ccccc12)c1ccc2c(c1)OCCO2 returned Cav32 inh -2.2.
Screening O=S(=O)(NC1CCCc2ccccc21)c1cnc[nH]1 (stereo not given) returned Cav32 inh -1.2.
Screening Cc1cc(=O)oc2ccc(OC(=O)c3cccc(S(=O)(=O)N4CCOCC4)c3)cc12 returned Cav32 inh 0.5.
`CCC(C)(C)NC(=O)C(c1cccnc1)N(CCOC)C(=O)Cn1nnc2ccccc21` (stereo not given) gave Cav32 inh 0.41.
`O=C1c2c(O)cc(O)cc2O[C@H](c2ccc(O)c(O)c2)[C@@H]1O` gave Cav32 inh 0.61.
COc1ccc(C2=CC(c3ccc(Cl)cc3)n3cnnc3N2)cc1OC (stereo not given) was read as Cav32 inh -1.6.
Screening O=S(=O)(c1ccc2c(c1)OCCO2)N1CCC(n2cnc3cc(F)ccc32)CC1 returned Cav32 inh -1.1.
For O=C1CCN(Cc2ccccc2)S(=O)(=O)c2ccccc21 the results were Cav32 inh -0.19.
Screening c1csc(-c2cnc3n2CCCC3)c1 returned Cav32 inh 0.0045.
For c1ccc2c(c1)nc1n2CCS1 the results were Cav32 inh 0.016.
Screening CCCn1c(-c2nonc2N)nc2ccccc21 returned Cav32 inh -1.6.
`Cc1c(C(=O)NCCC2=CCCCC2)cccc1[N+](=O)[O-]` gave Cav32 inh -0.41.
Screening Cc1cccc(N2C(=O)CCC2=O)c1 returned Cav32 inh 1.1.
Screening CCOc1ccc(OCCCN(C)C)cc1 returned Cav32 inh -0.082.
For CCCCOc1ccc(CSC(=N)N)cc1[N+](=O)[O-] the results were Cav32 inh 0.81.
O=C1c2ccccc2C(Nc2ccc3c(c2)OCCO3)N1c1ccccn1 (stereo not given) was read as Cav32 inh -0.73.
For CC(C)NC(=O)c1nc2ccccc2s1 the results were Cav32 inh 0.95.
`COc1cc(/C=N/NC(=O)CSCc2ccc([N+](=O)[O-])cc2)cc(OC)c1OC` gave Cav32 inh 0.017.
`COC(=O)c1ccccc1NC(=O)c1ccc(COc2cc(C)cc(C)c2)o1` gave Cav32 inh -3.1.
Screening Cn1c(=O)n(C)c2cc(/C=N/NC(=O)c3ccc(Cl)cc3Cl)ccc21 returned Cav32 inh 0.092.
CCOC(=O)c1sc2nc(CC(=O)OC)nc(NCC(=O)OC)c2c1C was read as Cav32 inh 0.36.
For CC(C)(C)n1nnnc1C(c1cccs1)N1CCCc2ccccc21 (stereo not given) the results were Cav32 inh -5.9*.
`Cc1nc2ccccn2c1/C(O)=C1\C(=O)C(=O)N(CCCn2ccnc2)C1c1ccncc1` (stereo not given) gave Cav32 inh 0.3.
Cc1nnc(NC(=O)c2ccccc2Br)s1 was read as Cav32 inh 1.1.
CCOC(=O)c1sc(=S)n(-c2ccccc2OC)c1N was read as Cav32 inh -0.2.
Screening O=C1CCSc2ccc(Cl)cc2N1Cc1ccccc1 returned Cav32 inh -0.094.
Screening CCCCOc1ccc(S(=O)(=O)N2CCCCCC2)cc1 returned Cav32 inh -2.4.
Screening COCCN(CCOC)Cc1c(O)ccc2c3c(c(=O)oc12)CCC3 returned Cav32 inh -1.1.
Screening CCOC(=O)c1[nH]c(C)c(/C(O)=C2\C(=O)C(=O)N(CCCn3ccnc3)C2c2ccncc2)c1C (stereo not given) returned Cav32 inh -0.025.
COC(=O)C1=C(C(=O)OC)[C@@H]2N(C)c3ccccc3[C@@]23C[C@@H](C(=O)OC)N(C(=O)c2ccc(Br)cc2)C3=N1 was read as Cav32 inh -3.4.
For COC(=O)c1cccc(N2C(=O)C3CC=CCC3C2=O)c1 (stereo not given) the results were Cav32 inh 0.67.
Nc1ccc(N2CCN(C(=O)c3cccs3)CC2)cc1 was read as Cav32 inh -0.0092.
CCCCOc1ccc(CSC(CC(=O)O)C(=O)O)cc1 (stereo not given) was read as Cav32 inh -0.89.
COc1ccc(-c2c(C#N)c(N)nc3c2c(=O)n(C)c(=O)n3C)cc1 was read as Cav32 inh 0.37.
For Cc1sc(C(=O)NCc2cccnc2)c2nc(C)n(CC(=O)NCc3cccnc3)c(=O)c12 the results were Cav32 inh 0.2.
COC(=O)CCCCCc1ccc(C(C)=O)s1 was read as Cav32 inh -0.42.
For COc1ccc(-c2cn[nH]c2N)c(OC)c1 the results were Cav32 inh 1.7.
Screening COc1ccc(CC(=O)Nc2ccc(-c3cn4ccccc4n3)cc2)cc1OC returned Cav32 inh 0.012.
`O=C(Nc1ccc(F)cc1F)c1cc2n(n1)C(C(F)(F)F)C1CCCCC1N2` (stereo not given) gave Cav32 inh -0.079.
`COc1ccc2c(c1)oc(=O)c1cc(OC)ccc12` gave Cav32 inh -0.077.
Screening Cc1nn2c(C)nc3sc4c(c3c2nc1=O)CC(C)(C)OC4 returned Cav32 inh 0.74.
`CC(=O)COC(=O)CCc1nc2ccccc2[nH]c1=O` gave Cav32 inh 0.21.
Screening CCN1CCN(C(c2cccs2)C(C)NC(=O)CC(C)C)CC1 (stereo not given) returned Cav32 inh 1.
Screening COc1ccc(NC(=O)C(CC(C)C)NC(=O)c2ccccc2C)cn1 (stereo not given) returned Cav32 inh 0.29.
Screening Cc1ccc(OCCNC(=O)c2ccccc2N)cc1 returned Cav32 inh -0.011.
Screening COc1ccc2[nH]c(=O)c(CN(CCO)C(=O)c3ccccc3F)cc2c1 returned Cav32 inh 0.26.
`Cc1cccc(NC(=O)CSc2ncnc3nc[nH]c23)c1` gave Cav32 inh -0.35.
`CCCCC(NC(C)=O)c1nc2ccccc2[nH]1` (stereo not given) gave Cav32 inh 0.039.
O=C(CSc1nc2ccccc2c(=O)n1-c1ccccc1)N1CCCC1 was read as Cav32 inh -0.2.
For CC(C)(C)NS(=O)(=O)c1cnc(Cl)c(Cl)c1 the results were Cav32 inh 0.26.
For CCOC(=O)C1=C(N)Oc2cc(C)oc(=O)c2C1c1cccnc1 (stereo not given) the results were Cav32 inh 1.
Screening COc1cc(S(=O)(=O)N(Cc2ccc(C)cc2)C2CCCCC2)ccc1-n1cnnn1 returned Cav32 inh -2.4.
`CCOCCCNC(=O)c1ccccc1SC` gave Cav32 inh 1.7.
CC(C)c1cc(NCCCN2CCOCC2)n2c(nc3ccccc32)c1C#N was read as Cav32 inh -0.24.
For CCOc1ccc(CCNC(=O)CN2CCN(Cc3ccccc3C)C2=O)cc1OCC the results were Cav32 inh 0.046.
Screening CCOc1ccc(OCc2ccc(C(=O)N3CCc4ccccc4C3)o2)cc1 returned Cav32 inh -2.8*.
`C/C(=C/c1oc2ccc(O)cc2c1[N+](=O)[O-])N(C)C` gave Cav32 inh 1.9.
For CCCn1nc(NC(=O)C2CCCO2)c2cc3cc(C)ccc3nc21 (stereo not given) the results were Cav32 inh 0.13.
Screening CSCC[C@H](NC(=O)NCc1ccccc1F)C(=O)O returned Cav32 inh -1.2.
`CCOC(=O)c1[nH]c(C)c(/C(O)=C2\C(=O)C(=O)N(CCN(C)C)C2c2ccc(C)o2)c1C` (stereo not given) gave Cav32 inh 0.17.
`CC(C)C[C@H](NC(=O)NCc1ccccc1Cl)C(=O)O` gave Cav32 inh 0.29.
For C#CCOCCOCCOCCNc1nc(N2CCOCC2)nc(N2CCN(C(=O)[C@H](CCC(=O)O)n3cc(C(N)Cc4ccc(O)cc4)nn3)CC2)n1 (stereo not given in full) the results were Cav32 inh 1.2.
Cc1ccc(N(CC(=O)Nc2ccccc2C(=O)N2CCOCC2)S(C)(=O)=O)cc1 was read as Cav32 inh 0.37.
For CCCc1n[nH]c2c1C(=O)CC(C)(C)C2 the results were Cav32 inh -0.014.
Screening COc1ccc(C2=NC(c3ccccc3)CO2)cc1 (stereo not given) returned Cav32 inh 0.79.
For COC(=O)Cn1cc(/C=N/NC(=O)c2ccc(C#N)cc2F)c2ccccc21 the results were Cav32 inh 0.034.
Screening COc1ccc(CC(=O)Nc2cccc(-c3csc(C)n3)c2)cc1 returned Cav32 inh -2.9.
Screening O=C(NCc1ccc2c(c1)OCO2)c1cccc2c1C(=O)N(C1CCCCC1)C2 returned Cav32 inh 0.27.
O=C(c1ccc(-c2ccccc2)cc1)N1CCN(C(=O)c2ccco2)CC1 was read as Cav32 inh -0.84.
For c1ccc(CSCc2cn3ccsc3n2)cc1 the results were Cav32 inh 0.011.
For COc1ccc(NC(=O)CS(=O)CC(=O)Nc2cc(Cl)ccc2OC)cc1 (stereo not given) the results were Cav32 inh -1.4.
`CCCCN=Cc1sc2ccc(OCC)cc2c1O` gave Cav32 inh -0.98.
`Cc1ccc(CC(NC(=O)c2ccccc2)C(=O)N2CCCC2C(=O)O)cc1` (stereo not given) gave Cav32 inh 0.31.
Screening CCC1(C)Cc2c(sc3[nH]c(=S)n(Cc4ccccc4)c(=O)c23)CO1 (stereo not given) returned Cav32 inh -2.1.
`CCOc1ccc(N2C(=O)CC(NCCc3ccncc3)C2=O)cc1` (stereo not given) gave Cav32 inh 0.055.
CCn1c(SCC(=O)NC2CCCC2)nnc1-c1c[nH]c2ccccc12 was read as Cav32 inh 2.9.
Screening COC(=O)Cc1[nH]nc2c1C1(C(=O)N(Cc3ccc(Cl)cc3)c3ccccc31)C(C#N)=C(N)O2 (stereo not given) returned Cav32 inh -1.9.
For CC(C)(Oc1ccc(Cl)cc1)C(=O)N1CCN(c2ccccn2)CC1 the results were Cav32 inh -4.5*.
For Cc1nnc(NC(=O)c2ccccc2C(=O)O)s1 the results were Cav32 inh 0.12.
`O=C(c1ccc(F)cc1)c1cn[nH]c1-c1ccccc1O` gave Cav32 inh 1.4.
For COc1ccccc1-c1c(C)nn2c(N3CCC(C(N)=O)CC3)cc(C)nc12 the results were Cav32 inh 0.92.
CC(C)Nc1nc(NC(C)C)nc(N(C)C(N)=O)n1 was read as Cav32 inh -0.22.
`Cc1ccc(S(=O)(=O)n2nc(OC(=O)c3c(-c4ccccc4Cl)noc3C)cc2N)cc1` gave Cav32 inh -7.4*.
COc1ccc(C2OC(=O)CC2C(=O)NC(C)C)cc1 (stereo not given) was read as Cav32 inh 0.42.
Screening COc1ccc(NC(=O)N2CCCC(c3nc(-c4ccc(C(C)C)cc4)no3)C2)cc1 (stereo not given) returned Cav32 inh -1.3.
`Cc1ccc(OCC(=O)NCCN2CCOCC2)cc1C` gave Cav32 inh 1.2.
`OC(COC1CCCCC1)CN1CCN(c2ccccc2)CC1` (stereo not given) gave Cav32 inh 0.59.
`COC(=O)C[C@H]1c2cc(F)ccc2S(=O)(=O)N1Cc1ccccc1` gave Cav32 inh 0.91.
Screening COc1ccc(NC(=O)CSc2nc(O)c(Cc3ccccc3)c(=O)[nH]2)cc1 returned Cav32 inh -2.9.
CCOc1ccccc1NC(=O)C1CCCCN1S(=O)(=O)c1ccc(F)cc1 (stereo not given) was read as Cav32 inh -1.7.
For O=C(Cn1cnc2c(cnn2-c2ccc(Cl)cc2)c1=O)NC1CCCCC1 the results were Cav32 inh -0.7.
`CC(=O)N1N=C(c2ccco2)CC1c1cccs1` (stereo not given) gave Cav32 inh 0.1.
Screening CCOc1ccc(-n2c(SCC(=O)Nc3ccc4c(c3)OCO4)nc3ccccc3c2=O)cc1 returned Cav32 inh -1.
COc1ccc2c(c1OC)C(=O)N(c1ccc3c(c1)CCC3)C2=O was read as Cav32 inh -0.063.
CCOC(=O)C(NC(=O)Cc1ccccc1)(Nc1cc(C)on1)C(F)(F)F (stereo not given) was read as Cav32 inh 0.68.
CCOC(=O)c1c(C)oc2ccc(OC(=O)N3CCOCC3)cc12 was read as Cav32 inh -0.27.
